Screening data as filed in PubChem BioAssay.
MBNL1-CUG inh: qHTS Assay for Inhibitors of MBNL1-poly(CUG) RNA binding | Muscleblind-like protein 1 (Homo sapiens), Q9NR56 | TR-FRET MBNL1-His/biotin-(CUG)12 binding, 665/545 ratio | Potency, µM (top dose mostly 57.5 µM), for inactives: top-dose activity change, negative = inhibition, actives largely listed as inhibitors | actives 0.036% (n = 280,000) | AID 2675, 2010; active means well fitted inhibition curve with a large enough effect in the signal ratio, with a control signal flat, not every such curve was filed as active; inconclusive means small, poorly fitted or top-dose-only effect, or effect the other way, or a change in a side signal; inactive means no such curve, though single readings can be large or run the other way; the % refers to the signal ratio; further: on the % scale 0 is the no-effect control and ±100 the full control effect
Target sequence (Q9NR56 whole entry, looked up): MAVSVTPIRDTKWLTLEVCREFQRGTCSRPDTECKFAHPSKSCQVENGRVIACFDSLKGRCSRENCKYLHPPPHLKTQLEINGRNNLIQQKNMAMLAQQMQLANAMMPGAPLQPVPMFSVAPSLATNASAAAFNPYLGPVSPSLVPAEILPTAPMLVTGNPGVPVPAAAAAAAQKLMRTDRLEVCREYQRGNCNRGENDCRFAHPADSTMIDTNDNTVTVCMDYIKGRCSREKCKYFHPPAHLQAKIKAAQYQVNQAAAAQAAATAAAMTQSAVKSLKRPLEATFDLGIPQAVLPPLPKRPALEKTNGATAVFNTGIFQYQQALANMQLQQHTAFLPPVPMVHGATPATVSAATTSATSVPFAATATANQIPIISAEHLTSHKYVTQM
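His-tagged MBNL1 binding to biotinylated (CUG)12 RNA was measured by TR-FRET using terbium anti-His antibody (0.055 ng/ul final) and streptavidin-XL665 (5 nM final). Compounds were titrated 92 nM to 58 uM; 60 min at room temperature.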
NPC1 prom act: qHTS Assay for NPC1 Promoter Activators; Huh7 NPC1 promoter luciferase reporter, 24 h; Potency, µM (top dose mostly 9.22 µM), inactives show at the highest dose activation, actives largely listed as activators; actives 2.4% (n = 320,000); AID 485313, 2010;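 further: % of control where 0% means no effect; nearly all actives have a fitted effect of over 60% in size; reporter is driven by a mutant NPC1 promoter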
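Luminescence read-out of NPC1 promoter-driven luciferase in stably transfected Huh7 cells; compounds delivered in DMSO and left 24 h at 37C, 5% CO2, qHTS titration format.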
Rab9 prom act: qHTS Assay for Rab9 Promoter Activators; AID 485297, 2010; actives 2.8% (n = 320,000); Potency, µM (top dose mostly 9.22 µM), without a hit: top-dose activation, negative = inhibition, actives largely listed as activators; Huh7 Rab9 promoter-luciferase reporter, luminescence, 24 h; further: % of control where 0% means no effect; nearly all actives have a fitted effect of over 60% in size
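Rab9 promoter-driven luciferase in stably transfected Huh7 cells; 1500 cells/well rested 2 h, exposed to compound in DMSO for 24 h at 37 °C, 5% CO2. Luminescence read 10 min after adding luciferase reagent at ambient temperature.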
ELG1 genotox: qHTS screen for small molecules that induce genotoxicity in human embryonic kidney (HEK293T) cells expressing luciferase-tagged ELG1. HEK293T ELG1-luciferase reporter, luminescence, 16 h. Potency, µM (series often up to 46 µM), inactives show at the highest dose activity change, positive = activation, hits mostly activators. actives 1.3% (n = 330,000). AID 504466, 2011; further: % of control where 0% means no effect; nearly all actives have a fitted effect of over 60% in size
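Reporter readout depends on ELG1 protein level, which increases with genetic stress. After 16 hr compound exposure at 37 °C, luciferase activity was quantified using ONE-Glo.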
BRCA1 expr up: qHTS Assay to Identify Small Molecule Activators of BRCA1 Expression; MCF7-BRCA1-FFLuc reporter, luminescence, 48 h; response scale: scaled: vehicle 0%, 10 µM genistein 100%; Potency, µM (titrated, usually from 46.1 µM), inactives show at the highest dose activation, usual class: activators; actives 1.1% (n = 380,000); further: nearly all actives have a fitted effect of over 80% in size; some results filed as inactive show a strong effect at the top dose
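Quantitative HTS in MCF7 cells stably reporting BRCA1 expression via firefly luciferase. Compound treatment lasts 48 h at 37 °C in phenol-red free MEM. Activation is expressed relative to genistein at 10 microM and DMSO.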
uPA generation: qHTS for Inhibitors of Cell Surface uPA Generation. actives 0.31% (n = 330,000). cell surface uPA generation assay, qHTS. Potency, µM (highest dose often 38.3 µM), inactives show at the top dose activity change, negative = inhibition, most hits filed as inhibitors; active means well fitted inhibition curve with a large enough effect; inconclusive means small, poorly fitted or top-dose-only effect; inactive means no such curve, though single readings can be large or run the other way; tested in mouse RAW 264.7 cells; further: on the % scale 0 is the no-effect control and ±100 the full control effect; nearly all actives have a fitted effect of over 55% in size
RORgamma inh: qHTS for inhibitors of ROR gamma transcriptional activity; Nuclear receptor ROR-gamma (Mus musculus), P51450; Drosophila S2 Gal4-RORgamma UAS-luciferase reporter, 20 h; Potency, µM (highest dose often 53.6 µM), inactives show at the top dose activity change, negative = inhibition, hits mostly inhibitors; actives 5.4% (n = 310,000); AID 2551, 2010; further: on the % scale 0 is the no-effect control and ±100 the full control effect; nearly all actives have a fitted effect of over 60% in size
Target sequence (P51450 whole entry, looked up, the tested form may be a part): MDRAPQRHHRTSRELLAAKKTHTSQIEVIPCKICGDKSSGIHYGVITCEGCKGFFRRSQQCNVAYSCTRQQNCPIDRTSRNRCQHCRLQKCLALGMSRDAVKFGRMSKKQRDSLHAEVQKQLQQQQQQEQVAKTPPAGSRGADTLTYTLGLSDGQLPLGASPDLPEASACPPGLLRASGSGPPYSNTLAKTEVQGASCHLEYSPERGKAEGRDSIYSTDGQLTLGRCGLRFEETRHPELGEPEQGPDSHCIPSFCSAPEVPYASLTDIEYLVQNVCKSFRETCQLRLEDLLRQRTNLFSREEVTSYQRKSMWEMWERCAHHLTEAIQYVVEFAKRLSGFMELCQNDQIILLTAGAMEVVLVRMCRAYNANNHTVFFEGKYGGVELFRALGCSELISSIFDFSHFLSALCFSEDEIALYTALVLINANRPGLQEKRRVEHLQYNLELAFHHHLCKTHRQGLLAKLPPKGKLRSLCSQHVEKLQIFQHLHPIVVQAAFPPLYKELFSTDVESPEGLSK
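In this cell-based reporter format, copper sulfate (700 uM final) drives Gal4–ROR gamma fusion expression from a metallothionein promoter in Drosophila Schneider cells; compounds preincubated 1 hr, reporter read after 20 hr at ambient temperature.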
p53 reactivation: qHTS assay for re-activators of p53 using a Luc reporter; H1299 p53-A138V BP100-luciferase reporter, luminescence, 24 h; Potency, µM (doses to about 92.2 µM), without a hit: top-dose activity change, positive = activation, usual class: activators; actives 0.063% (n = 320,000); further: % of control where 0% means no effect; nearly all actives have a fitted effect of over 45% in size
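H1299 (p53-null), stable ts p53-A138V + BP100-Luc; 1000 cells/well, Opti-MEM/10% FBS; cpd 4 pt, 1:5; 24 h, 37 deg C, 5% CO2; detection reagent 10 min RT; luminescence.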
FLuc counter: qHTS profiling assay for firefly luciferase inhibitor/activator using purifed enzyme and Km concentrations of substrates (counterscreen for miR-21 project) | actives 6.9% (n = 360,000) | AID 588342, 2011 | Luciferin 4-monooxygenase (Photinus pyralis), P08659 | purified FLuc, Km substrates, luminescence inhibition | Potency, µM (series often up to 57.5 µM), for the others: top-dose activity change, negative = inhibition, actives largely listed as inhibitors;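 further: plate controls were vehicle for no effect and reference inhibitor for full effect; nearly all actives have a fitted effect of over 55% in size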
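Purified P. pyralis luciferase (10nM final) with 10uM D-luciferin and 10uM ATP (Km levels) in 50mM Tris acetate pH 7.5, 10mM Mg acetate, 0.01% Tween-20, 0.05% BSA; qHTS 6-point titration, ~60 µM downward; luminescence read.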
VP16 counter: VP16 counterscreen qHTS for inhibitors of ROR gamma transcriptional activity; Drosophila S2 Gal4-VP16 UAS-luciferase, luminescence, 20 h; Potency, µM (top dose mostly 53.6 µM), for the others: at the top dose activity, negative = inhibition, most hits filed as inhibitors; actives 3.5% (n = 310,000);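 further: Gal4-VP16 expression switched on by copper sulfate through the metallothionein promoter; on the % scale 0 is the no-effect control and ±100 the full control effect; nearly all actives have a fitted effect of over 50% in size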
* = called active by the depositor; u = inconclusive; x = no result given; [ ] = dose if it differs, or a comment. Unless noted, the call rests on the fitted dose curve; in most records, active means well fitted curve in the direction sought with a large enough effect; inconclusive means small, poorly fitted or top-dose-only effect, or another doubt; inactive means no such curve, though single readings can be large; an effect the other way counts as inactive or inconclusive. Potency means the concentration at half of the fitted maximal effect. An unsorted share of the library. Share with any hit: about 13%.

SMILES	MBNL1-CUG inh	NPC1 prom act	Rab9 prom act	ELG1 genotox	BRCA1 expr up	uPA generation	RORgamma inh	p53 reactivation	FLuc counter	VP16 counter
CCOC(=O)C(CCCCCCP(=O)(c1ccccc1)c1ccccc1)NC(C)=O (stereo not drawn)	-2%	-7%	-6%	-3%	-5%	-4%	3%	-2%	-1%	11%
CCN(CC)CC(=O)Nc1cc(N(C)C)nc2ccccc12	-1%	3%	-1%	-8%	10%	0%	-15%	-4%	3%	18%
N#Cc1c(NC(=O)C2C3C=CC(C3)C2C(=O)O)sc2c1CCCCC2 (stereo not drawn)	0%	-4%	-1%	-4%	22%	-1%	22%	u	u	18%
CCOC(=O)c1nnn(CC(=O)N2N=C(c3ccc(Cl)cc3)CC2c2ccccc2)c1C(=O)OCC (stereo not drawn)	32%[activator]	0%	-1%	1%	-16%	1%	-1%	4%	1%	-6%
COc1ccc(-c2csc(NC(=O)CSc3nc(SC)ns3)n2)cc1	-23%	u	26%	u	-17%	u	38%	u	u	-16%
Cc1cccc(NC(=O)CN2C(=O)S/C(=C\c3ccc(O)c([N+](=O)[O-])c3)C2=O)c1	u	-4%	0%	-3%	0%	1%	20%	0%	u	-3%
CC(=O)Nc1ccc(S(=O)(=O)NCC(=O)OCC(=O)NC(=O)c2cccn2C)cc1	-9%	2%	-1%	-1%	0%	4%	-2%	0%	-7%	0%
COc1ccc(-c2c(N)nnc3c2[nH]c2ccccc23)cc1OC	u	-5%	2%	-1%	-48%	0%	-3%	-7%	4%	-11%
C/C(=N/NC(=O)c1ccc(Br)o1)c1cccc(NC(=O)c2ccc(C)o2)c1	11%	1%	13%	-2%	41%	-2%	27%	5%	11µM*	19%
CCOC(=O)N1CCC(NC(=O)C2CCN(S(=O)(=O)c3cccs3)CC2)CC1	2%	-3%	1%	-1%	-15%	x	u	-4%	8%	-12%

Some of the entries so far, with each value named:
> CCOC(=O)C(CCCCCCP(=O)(c1ccccc1)c1ccccc1)NC(C)=O (stereo not drawn)
  MBNL1-CUG inh = -2%	NPC1 prom act = -7%	Rab9 prom act = -6%	ELG1 genotox = -3%	BRCA1 expr up = -5%	uPA generation = -4%	RORgamma inh = 3%	p53 reactivation = -2%	FLuc counter = -1%	VP16 counter = 11%

> COc1ccc(-c2csc(NC(=O)CSc3nc(SC)ns3)n2)cc1
  MBNL1-CUG inh = -23%	NPC1 prom act = u	Rab9 prom act = 26%	ELG1 genotox = u	BRCA1 expr up = -17%	uPA generation = u	RORgamma inh = 38%	p53 reactivation = u	FLuc counter = u	VP16 counter = -16%

> CCOC(=O)N1CCC(NC(=O)C2CCN(S(=O)(=O)c3cccs3)CC2)CC1
  MBNL1-CUG inh = 2%	NPC1 prom act = -3%	Rab9 prom act = 1%	ELG1 genotox = -1%	BRCA1 expr up = -15%	uPA generation = x	RORgamma inh = u	p53 reactivation = -4%	FLuc counter = 8%	VP16 counter = -12%

> Cc1cccc(NC(=O)CN2C(=O)S/C(=C\c3ccc(O)c([N+](=O)[O-])c3)C2=O)c1
  MBNL1-CUG inh = u	NPC1 prom act = -4%	Rab9 prom act = 0%	ELG1 genotox = -3%	BRCA1 expr up = 0%	uPA generation = 1%	RORgamma inh = 20%	p53 reactivation = 0%	FLuc counter = u	VP16 counter = -3%

(cont.)
SMILES	MBNL1-CUG inh	NPC1 prom act	Rab9 prom act	ELG1 genotox	BRCA1 expr up	uPA generation	RORgamma inh	p53 reactivation	FLuc counter	VP16 counter
O=S(=O)(Nc1cccc(S(=O)(=O)N2CCOCC2)c1)c1cccs1	3%	2%	0%	-3%	1%	8%	x	x	2%	x
O=C(NC(=C(Cl)Cl)S(=O)(=O)c1ccc(Cl)cc1)c1ccccc1	-16%	-11%	-3%	-15%	-65%	8.9µM*	u	-13%	0%	u
Cc1ccc(S(=O)(=O)NCCC(=O)Nc2cc(S(=O)(=O)N(C)C)ccc2C)cc1C	-4%	-4%	2%	-13%	-16%	-1%	3%	-5%	1%	-17%
O=C(C[C@@H]1C/C=C/CC[C@@H](Cc2ccc(F)cc2)C(=O)O[C@@H](c2ccccc2)CNC1=O)NCCO	x	x	x	-7%	0%	15%	x	1%	x	x
COC(=O)C1CCN(CCCOc2ccc(CN3CCN(c4ccc([N+](=O)[O-])cc4)CC3)cc2)CC1	u	-6%	-3%	-5%	5%	6%	u	-2%	0%	-20%
Cc1nc(C(=O)Nc2ccccc2Cl)cc2c1[nH]c1ccccc12	u	0%	-7%	2%	16%	3%	u	-13%	-2%	-11%
O=C(CN1C(=O)CCC1=O)Nc1nc(-c2ccc3ccccc3c2)cs1	16%	26%	u	14%	u	7%	u	1%	17µM*	u
Cc1nn(CC(=O)NC2CCS(=O)(=O)C2)c(C)c1[N+](=O)[O-] (stereo not drawn)	x	x	x	0%	4%	-3%	x	4%	x	x
O=C(COCc1cc(-c2ccc3c(c2)OCO3)on1)Nc1cccnc1	3%	-5%	-1%	2%	1%	2%	-28%	14%	21µM*	-26%
Cc1cc(OCC(=O)Nc2ccncc2)ccc1Br	-7%	-1%	-8%	-5%	3%	5%	-24%	-1%	u	u
FC(F)(F)c1cc(-c2ccccc2)nc(N2CCCCCC2)n1	2%	-1%	-1%	-1%	-2%	5%	3%	8%	3%[2.3 µM]	-3%
N#Cc1ccccc1NC(=O)COc1c(Br)cc(Br)c2cccnc12	35%[activator]	-5%	-3%	15%	-43%	2%	13µM*	-7%	-1%	u
CNC(=O)N(O)C1N(c2ccccc2)C(=S)SC1(C)C (stereo not drawn)	x	-1%	-4%	0%	8%	0%	-2%	5%	-1%	-11%
Cc1noc(C(=O)Nc2cc(Cl)ccc2O)c1Cl	-2%	19%	3%	-9%	-48%	-3%	u	16%	-5%	5%
O=C(Nc1cccc(F)c1)c1c(F)c(F)c(F)c(F)c1F	-2%	-3%	-1%	-22%	-57%	-11%	-30%[0.365 µM]	-14%	3%	x
Cc1[nH][nH]c(=O)c1C(c1ccc(-c2ccc(F)cc2)o1)c1c(C)[nH][nH]c1=O	-4%	-3%	-6%	-1%	0%	-1%	u	0%	u	u
Cc1ccc(Cn2c(C)nc3c(c2=O)c2nc4ccccc4nc2n3Cc2ccco2)cc1	u	1%	-6%	u	-44%	3%	24%	u	-18%	-7%
O=C(COC(=O)/C=C/c1cccc(Br)c1)Nc1cccc(S(=O)(=O)NC2=NCCC2)c1	x	-5%	0%	1%	-2%	7%	x	-1%	x	x
CC(=O)N1c2ccc(S(=O)(=O)N3CCCC3C(=O)Nc3cccc(F)c3)cc2CC1C (stereo not drawn)	-2%	0%	-2%	-1%	-10%	u	11%	-2%	-1%	-17%
COc1ccc(C2(c3ccc(OC)cc3)NC(=O)N(CC(=O)N(C)C)C2=O)cc1	-4%	-3%	-3%	1%	-4%	0%	7%	-5%	0%	2%
CC(C)C(=O)N1CCC2(CC1)Oc1ccc(F)cc1C(=O)C21CC(c2ccc(Cl)cc2)=NO1 (stereo not drawn)	-5%	-12%	-2%	-10%	0%	5%	11%	-2%	1%	-26%
COC(=O)Nc1ccc(S(=O)(=O)N2CCCC(C(=O)N3CCCCC3)C2)cc1 (stereo not drawn)	3%	-2%	0%	-4%	-23%	2%	27%	0%	-2%	4%
CC1CN(C(=O)CSc2nnc(CNC(=O)c3ccc(S(=O)(=O)N(C)C)cc3)o2)CC(C)O1 (stereo not drawn)	-4%	-3%	-2%	4%	-1%	4%	-7%	25%	2%	-3%
COc1ccccc1C(=O)NNC(=O)CN1C(=O)c2ccccc2C1=O	7%	-1%	0%	3%	0%	1%	-28%	12%	2%	3%
COc1cc(OC)cc(C(=O)Nc2cc(C)on2)c1	6%	-1%	-2%	3%	-13%	24%	-11%	x	4%	4%
CCOC(=O)C1CCCN(C(=O)c2sc3nc(-c4ccc(F)cc4)cn3c2C)C1 (stereo not drawn)	-6%	-6%	4%	-8%	-14%	-2%	41%	10%	u	-4%
Cc1cccc(C(=O)NCCNC(=O)c2cccc(C)c2)c1	-16%	-1%	-3%	1%	-4%	-2%	41%	-11%	7%	-9%
CCOC(=O)CNC(=O)c1nn(-c2cccc(OC)c2)c(=O)c2ccccc12	-2%	-3%	u	2%	-19%	10%	8%	-1%	-18%	-3%
CC(C)c1ccc(Nc2nnns2)cc1	3%	0%	7%	0%	5%	-5%	-42%	5%	u	-4%
